TNF necrop inh – inhibitors of TNF-alpha induced necroptosis in Jurkat FADD-/- cells; Jurkat FADD-/- TNF necroptosis rescue, ATP luminescence, 24 h; 0 = TNF only, 100 = no-TNF cells; activation (protection from cell death), % at 10 µM; actives 0.068% (n = 220,000); AID 463075;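 active means activation, meaning protection from cell death, of at least 50% relative to plate controls; inactive means activation below 50%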;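 further: necroptosis triggered by 40 ng/mL TNF-alpha added together with compound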
Runt-SMMHC FRET – blocks binding of human RUNX1 Runt domain to CBFb-SMMHC; Q01196+Q13951; Cerulean-Runt/Venus-CBFb-SMMHC FRET ratio 530/480, 1 h; inhibition, % at 20 µM; actives 0.74% (n = 220,000);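 active means mean inhibition across duplicate retests at 20 µM reaching about 50%, limit read from the data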;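 further: 0% = DMSO wells and 100% = wells with excess untagged CBFb-SMMHC; inhibitors lower the FRET ratio by blocking Runt binding to CBFb-SMMHC; some results filed as inactive read as strong as hits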
EP2 antag – EP2 receptor (human) inhibition; C6 glioma cells expressing human EP2, cAMP TR-FRET; cells stimulated with saturating PGE2; actives 0.52% (n = 260,000); inhibition, % at 25 µM; AID 1422; P43116;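 active means percent inhibition above 40 after rounding to a whole number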;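 further: rat C6 glioma host cells with rolipram phosphodiesterase inhibitor present; the protocol text gives 20 µM as final concentration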
Target sequence (P43116 whole entry, looked up): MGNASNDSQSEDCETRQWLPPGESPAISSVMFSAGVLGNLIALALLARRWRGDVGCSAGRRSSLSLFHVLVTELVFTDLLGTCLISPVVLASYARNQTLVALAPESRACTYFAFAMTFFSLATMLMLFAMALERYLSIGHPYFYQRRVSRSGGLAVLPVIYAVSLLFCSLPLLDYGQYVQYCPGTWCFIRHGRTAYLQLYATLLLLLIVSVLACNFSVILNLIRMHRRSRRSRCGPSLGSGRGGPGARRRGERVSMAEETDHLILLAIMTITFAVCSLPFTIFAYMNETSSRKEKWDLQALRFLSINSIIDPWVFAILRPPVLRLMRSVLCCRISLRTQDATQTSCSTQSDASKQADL
PERK inh – blocks human PERK kinase; actives 0.17% (n = 220,000); AID 1416; inhibition, % at 5.6 µM; CHO PERK-DD fusion, SEAP luminescence translation reporter;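 active means inhibition above the mean inhibition of all tested compounds plus 3 SD, set separately per screening campaign, cut at about 2.9% in these data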;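 further: PERK kinase domain activated by AP20187 dimerizer at 100 nM; 0% = DMSO with dimerizer and 100% = rapamycin at 8.4 µM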
RBBP9 inh – human RBBP9 hydrolase inhibition; inhibition, % at 7.94 µM; recombinant RBBP9, FP-Rh probe fluorescence polarization; AID 1515; actives 0.2% (n = 220,000); O75884;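 active means inhibition above the campaign mean of all tested compounds plus 3 SD, cut at about 14% in these data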;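 further: plate controls were DMSO wells with RBBP9 for no effect and wells lacking RBBP9 protein for full effect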
Target sequence (O75884 whole entry, looked up): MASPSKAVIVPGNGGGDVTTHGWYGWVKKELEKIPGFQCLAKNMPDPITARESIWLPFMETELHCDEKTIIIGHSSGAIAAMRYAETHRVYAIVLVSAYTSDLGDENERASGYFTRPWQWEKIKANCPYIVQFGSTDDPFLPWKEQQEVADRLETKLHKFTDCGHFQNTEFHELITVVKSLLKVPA
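System: RBBP9 protein | Quantity: 2.5 µM RBBP9 dispensing solution, before mixing | Reagent: FP-Rh probe, 375 nM dispensing solution | Timing: Enzyme-compound preincubation 30 min, then probe labeling 45 min, 25 °C | Measured by: Fluorescence polarization | Read-out: % inhibition | Replication: One well per compound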
Runt-CBFb FRET – Runt domain-CBFb interaction inhibition | AID 1496 | actives 0.46% (n = 220,000) | inhibition, % at 20 µM | Cerulean-Runt/Venus-CBFb FRET ratio 530/480, 1 h | Q01196+Q13951;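 active means inhibition over about 50% at 20 µM in the single-dose screen, limit read from the data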;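 further: 0% = DMSO wells and 100% = excess unlabeled CBFb competitor control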
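test system = Cerulean-tagged RUNX1 Runt domain (FRET donor) fusion protein | reagent = Venus-CBFb binding partner, 100 nM | incubation = protein complex preformed 1 h, compound exposure 1 h, room temperature, dark | detection = FRET fluorescence | read-out basis = loss of energy transfer signal | controls = 5 µM unlabeled CBFb as full-inhibition high control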
Hck-Nef inh – blocks Nef-activated human Hck kinase; Recombinant Hck-YEEI plus Nef, Z-Lyte FRET kinase assay; inhibition, % at 20 µM; P08631; actives 0.68% (n = 220,000);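 active means Hck-Nef kinase inhibition above about 50%, limit read from the data; inactive means inhibition below that limit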;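 further: 0% = DMSO with Hck plus Nef and 100% = Hck alone without Nef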
Target sequence (P08631 whole entry, looked up): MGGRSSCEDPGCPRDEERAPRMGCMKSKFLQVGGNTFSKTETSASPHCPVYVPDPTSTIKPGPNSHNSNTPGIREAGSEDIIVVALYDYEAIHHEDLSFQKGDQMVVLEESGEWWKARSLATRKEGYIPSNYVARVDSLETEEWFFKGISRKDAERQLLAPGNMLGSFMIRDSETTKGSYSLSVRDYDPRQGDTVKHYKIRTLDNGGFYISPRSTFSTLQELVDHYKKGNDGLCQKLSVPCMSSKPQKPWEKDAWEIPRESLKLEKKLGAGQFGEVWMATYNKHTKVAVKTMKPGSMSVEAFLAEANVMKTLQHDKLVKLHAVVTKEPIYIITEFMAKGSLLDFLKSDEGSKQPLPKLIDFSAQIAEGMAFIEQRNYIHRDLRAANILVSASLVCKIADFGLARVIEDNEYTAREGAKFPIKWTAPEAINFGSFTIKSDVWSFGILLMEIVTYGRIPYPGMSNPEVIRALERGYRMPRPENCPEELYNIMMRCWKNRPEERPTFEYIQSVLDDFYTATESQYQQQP
zVAD death inh – blocks zVAD induced death of L929 cells; AID 1377; L929 zVAD necroptosis rescue, ATP luminescence, 24 h; with zVAD 60 µM; actives 0.38% (n = 220,000); viability rescue, % at 10 µM;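 active means activation, scaled between plate controls, above about 75%, limit read from the data; inactive means activation under that limit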;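 further: 0% = zVAD with DMSO and 100% = DMSO alone without zVAD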
EP2 mod – modulators of human EP2 prostaglandin E2 receptor; P43116; EP2-expressing cells, cAMP HTRF FRET, PGE2 co-stimulation; induction, % at 25 µM; actives 0.83% (n = 260,000); AID 940;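 active means compounds whose cAMP rise, as percent of the full-agonist control response, exceeds 60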;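 further: rat C6 glioma line stably carrying human EP2 under a CMV promoter; the protocol text gives 20 µM as final concentration; 100% = response of wells given 1 µM PGE2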
* marks the source's active call; other numbers are inactive results; . = not tested or not shown; & = joins results of further samples. Only part of the results is shown; the hit share may differ from the screen's.

mol	EP2 antag	RBBP9 inh	zVAD death inh	EP2 mod	Runt-SMMHC FRET	Hck-Nef inh	PERK inh	TNF necrop inh	Runt-CBFb FRET
O=P(c1ccccc1)(c1ccccc1)c1nc(-c2ccccc2)oc1NCc1ccccc1	9	-9	3.0	94*	-2	18	2.4	-0.5	-3
NC(=O)Cc1ccc2c(c1)[nH]c1ccccc12	14	-5	-0.3	-28	1	1	-0.6	1.5	-3
CCOc1cnc(C(=O)NNC(=O)C(Br)C(C)C)o1 (stereo unspecified)	5	-8	-0.1	-12	1	11	1.7	-0.5	-1
Cc1cc(SCC(=O)Nc2ccccc2C)nc(C)n1	4	-2	-0.2	-28	1	0	0.5	-0.4	-4
Cc1cc([N+](=O)[O-])cc2ncccc12	.	-9	0.9	8	0	-14	0.7	-1.5	1
CCOC(=O)Nc1c(Cl)n(C)c(=O)n(C)c1=O	4	9	-0.7	33	2	14	0.6	2.2	3
O=C1OC(Nc2ccc(Br)cc2F)c2ccccc21 (stereo unspecified)	8	-5	-0.5	19	-6	0	0.8	-4.2	-3
Cc1cnn(C(=S)NCC2CCCO2)c1 (stereo unspecified)	7	-12	-0.7	18	3	4	-0.2	0.0	0
CCCC(=O)Nc1ccc2c(c1)nc(CN1CCN(C(C)=O)CC1)n2C	14	-10	0.0	8	-5	-1	0.1	-2.8	.
O=C(CNS(=O)(=O)c1ccccc1)Nc1ccc(C(F)(F)F)cc1	4	-8	0.3	-1	0	-18	0.5	-0.3	0
Cc1cccc(OCCn2c(CCCO)nc3ccccc32)c1	5&12	-6	0.0	-18&-49	-4	0	-1.4	-0.4	-1
CC(C)N(Cc1ccccc1)C(=O)c1cnc2n(c1=O)CCS2	9	-5	0.1	4	-1	21	0.9	-0.4	-1
Cc1nn(-c2ccccc2)c(C)c1/C=N/Nc1nc2ccccc2[nH]1	24	8	61	-19	-3	1	-1.1	19	7
CC1CN(c2nc3ccccc3cc2-c2ccccc2)CC(C)O1 (stereo unspecified)	5	-7	3.1	67*	-4	16	0.1	0.5	2
COc1ccc(CNC(=O)c2onc(C)c2Cl)cc1	8	-1	4.5	-2	2	-2	0.9	2.0	-3
O=c1cc(-c2ccccc2)nc2nc(COc3ccccc3)[nH]n12	10	2	1.2	10	0	1	1.8	0.1	-1
Cc1ccc(S(=O)(=O)Cc2nc3ccccc3c(=O)[nH]2)cc1	14	0	0.6	2	4	0	0.1	-1.3	0
CCOC(=O)c1sc(=S)n(CC)c1NC(=O)C1CC1	4	-3	-0.3	12	0	1	-0.4	-2.4	0
COc1ccc2c(c1)C(C1=C(O)CC(C)(C)CC1=O)C1=C(CC(C)(C)CC1=O)O2 (stereo unspecified)	8	-3	-0.4	38	1	1	-1.8	-0.5	2
CCN1CCN(CC(O)COc2ccc(Cl)cc2)CC1 (stereo unspecified)	8	-1	-0.4	-1	4	-2	-0.6	1.3	0
COc1cccc(N2C(=O)C(O)=C(C(C)=O)C2c2ccc(OC)c(OC)c2)c1 (stereo unspecified)	7	-9	0.0	12	-4	0	-0.6	0.5	2
Cc1ccccc1CSc1ccc(-c2ccc3c(c2)OCO3)nn1	9	-10	0.3	28	1	3	0.0	1.1	1
Cc1nc(NC(=O)CSc2ccccc2N)sc1C	18	-6	0.7	17	4	2	0.6	-5.6	8
O=C(Nc1ccccc1)c1ccc(COc2ccccc2)cc1	3	-10	2.8	10	-2	20	-0.2	0.3	2
O=C(O)C1CCCCC1C(=O)NCc1cn2ccccc2n1 (stereo unspecified)	12	-7	0.7	14	0	-1	0.7	0.5	2
CN1CCN(C(=O)C2=C[C@@H](c3ccccc3)C[C@@H](OCc3ccc(CO)cc3)O2)CC1	15	-7	-0.2	1	1	-5	0.6	0.9	0
Cc1cccc(NC(=O)c2nc[nH]c2C(=O)N[C@@H](CC(C)C)C(=O)OCc2ccccc2)c1	7	.	0.5	46	3	23	.	5.0	1
O=C(/C=C/c1ccc(Br)cc1)N1CCN(c2cccc(C(F)(F)F)c2)CC1	5	-11	0.4	-6	-2	1	0.9	1.0	-3
O=C(CSc1nc2ccccc2s1)N1c2ccccc2Sc2ccc(C(F)(F)F)cc21	2	-14	0.5	30	-7	1	0.8	-4.2	-5
Cc1cc(F)c(F)c(C(=O)N2CCC(C)CC2)c1Cl	4	-10	0.8	22	3	26	0.4	-0.2	-2
CCC(C)NCCCCOc1ccc(C)cc1[N+](=O)[O-] (stereo unspecified)	6	-5	0.0	30	0	0	-0.5	-2.5	0
CCOC(=O)NC1c2ccccc2Oc2ccccc21	1	2	0.3	29	0	1	0.9	1.3	0
Cc1cccc(NC(=S)N2CCOCC2)c1C	6	-8	1.4	8	2	3	0.5	0.4	-1
Cc1cc(C(F)F)n2ncc(C(=O)NCc3ccccc3C(F)(F)F)c2n1	12	-6	-0.2	31	-6	1	-1.5	0.0	-7
Cc1ccc(C(=O)N/N=C/c2ccc(-c3ccccc3[N+](=O)[O-])o2)cn1	8	-9	1.1	-23	-4	2	0.5	-4.2	14
CC1CCCCC1N1CCN(C(=O)c2cccc(F)c2)CC1 (stereo unspecified)	16	-1	-0.3	15	-5	1	0.3	0.8	0
O=C(Oc1ccc(Cl)c2cccnc12)N1CCCCCC1	4	-8	-0.2	-9	2	15	0.3	-2.1	-2
Cc1onc(-c2c(F)cccc2Cl)c1C(=O)NC(=S)NCc1cccnc1	7	-5	-0.2	24	3	3	-1.0	0.7	-2
CCOC(=O)c1c(NC(=O)CNCC(O)CO)sc(C)c1C (stereo unspecified)	22	-7	1.3	7	2	0	-1.5	0.3	0
CCCNC(=S)Nc1c(C)n(C)n(-c2ccccc2)c1=O	7	-3	0.3	21	-3	12	1.4	0.3	-2
COCCNC(=O)C(c1ccc(F)cc1)N(Cc1ccco1)C(=O)CCC(=O)Nc1nccs1 (stereo unspecified)	11	-3	0.8	10	-2	2	-0.1	0.8	-4
CN1CCN(C(=O)c2cnn3c(C(F)(F)F)cc(-c4ccc5c(c4)OCO5)nc23)CC1	10	-3	-0.2	-8	-7	0	0.1	-2.1	-2
COc1cc(CN2CCNC(=O)C2CC(=O)N2CCCO2)cc(OC)c1 (stereo unspecified)	20	-4	4.3	20	.	18	0.9	0.7	.
CCn1c(SCC(=O)NCc2ccccc2)nc2nc3c(cc2c1=O)CCCC3	6	1	-0.9	-2	1	-2	-0.1	-0.1	-2
CN(c1ccccc1)S(=O)(=O)c1cccc(C(=O)NNC(=O)c2ccccc2)c1	7	-8	-0.2	-24	-2	-2	-0.4	-0.8	0
COc1ccc(-c2nnc(Nc3nc4c(OC)cccc4s3)o2)c(OC)c1	19	-8	7.5	-42	13	1	-1.0	0.9	3
COc1ccc(CCNC(=O)COC(=O)c2cnccn2)cc1	16	-5	0.6	8	-1	2	1.6	-1.0	-2
Cc1ccc(OCCCC(=O)Nc2nnc(C3CCCO3)s2)c(C)c1 (stereo unspecified)	16	-7	5.7	4	2	23	0.1	0.4	0
Cc1cc(OCC(=O)Nc2ccccc2F)nc(C(C)C)n1	6	6	-0.3	-2	-4	11	1.1	-1.7	1
CCn1c(Cc2ccccc2)nnc1SCC(=O)Nc1nc2ccccc2s1	14	7	0.0	10	-3	-11	0.0	1.9	0
Cc1ccc(S(=O)(=O)NNC(=O)c2ccccc2O)cc1	8	0	1.4	32	5	4	0.6	0.7	1
COc1ccc(CCNC2=C(Cl)C(=O)N(CCc3ccccc3)C2=O)cc1OC	25	1	1.0	-40	55*	1	-1.8	-6.0	-2
CCOC(=O)C1CN(S(=O)(=O)c2ccccc2)c2cc(S(=O)(=O)CC)ccc2O1 (stereo unspecified)	8	-8	0.1	21	6	3	-0.4	-2.8	0
COC(=O)Cc1cc(=O)n(-c2ccccc2)[nH]1	12	-3	-0.1	19	-4	1	1.4	-1.2	-2
O=c1cc(NC2CCCCC2)c2ccccc2o1	6	6	0.3	-18	-2	-5	-0.6	1.1	-1
O=C(NNC(=S)NC(=O)c1cccs1)c1ccc(NC(=O)c2ccccc2)cc1	5	8	0.5	13	6	6	0.7	0.9	5
Cc1nc2ccc(S(=O)(=O)N(C)CC(=O)N3CCc4ccccc43)cc2s1	8	0	17	-29	4	2	-1.0	0.2	0
O=C(CN1CCCN(Cc2ccc(F)cc2Cl)C1=O)NC1CCCC1	14	-3	3.6	10	3	19	0.2	0.2	-3
CCCNC(=O)c1ccccc1C(=O)NCCC	9	-11	-0.1	22	9	1	0.8	-1.1	-1
CCOC(=O)C1(Cc2cccc(OC)c2)CCN(Cc2ccc(OC)c(O)c2)CC1	5	-2	-1.0	-10	0	23	0.0	2.2	2

A few values from the entries so far:
NC(=O)Cc1ccc2c(c1)[nH]c1ccccc12 in EP2 mod → -28
CCN1CCN(CC(O)COc2ccc(Cl)cc2)CC1 (stereo unspecified) in zVAD death inh → -0.4

More entries follow:
mol	EP2 antag	RBBP9 inh	zVAD death inh	EP2 mod	Runt-SMMHC FRET	Hck-Nef inh	PERK inh	TNF necrop inh	Runt-CBFb FRET
CC1CCN(C(=O)c2ccc(N(C)S(C)(=O)=O)cc2)CC1	9	-10	-0.1	-10	-4	0	0.0	-1.5	1
Cc1ccnc(NC(=O)CSc2ccccn2)c1	5	4	0.9	1	-5	5	2.2	4.6	0
O=C(CSc1ccccc1)Nc1ccccc1C(=O)O	7	-10	0.0	20	3	2	-0.1	-0.3	2
Cc1no[n+]([O-])c1COc1cccc(/C=C2\N=C(c3ccccc3)OC2=O)c1	6	-12	0.1	-5	2	4	0.3	-0.7	-1
c1ccc(-c2nc(N3CCOCC3)c3ccccc3n2)nc1	11	3	0.3	3	-1	8	0.7	-2.1	-1
Cc1ccc(-n2c(C)cc(/C=N/NC(=O)c3ccncc3)c2C)c(C)c1	6	5	0.7	-10	-1	1	-0.8	-7.1	3
O=C(Nc1cccnc1)c1ccc(Oc2ccccc2)cc1	6	-5	0.0	-17	-3	32	2.0	-5.2	-2
Cc1ccc2nc(SCC(=O)Nc3c(C)n(C)n(-c4ccccc4)c3=O)[nH]c2c1	14	2	1.5	1	1	1	1.2	0.3	1
C=CCN1C(=O)CSc2ccc(C(=O)OCC)cc21	8	1	-0.4	0	2	2	-0.4	-1.5	-3
C/C(CC(=O)N(C(C)C)C(C)C)=N\NC(=O)c1ccccc1Br	2	-6	1.4	-9	0	3	0.7	1.2	-2
Cc1nn(CCS(=O)(=O)c2ccc(Cl)cc2)c(C)c1Br	5	-3	0.3	-25	0	4	-1.6	1.2	2

From PubChem
